mcGAS RapidFire = inhibitors of mouse cGAS. Q8C6L5. recombinant mouse cGAS, cGAMP by RapidFire MS. inhibition, % at 12.5 µM. 130,000 tested, 0.18% active;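 active = inhibition of cGAS enzyme activity at or above 60%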;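 note: enzyme stimulated by 45 bp dsDNA with ATP and GTP substrates; cGAMP share of summed cGAMP plus half ATP and half GTP signals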
Target sequence (Q8C6L5 whole entry, looked up): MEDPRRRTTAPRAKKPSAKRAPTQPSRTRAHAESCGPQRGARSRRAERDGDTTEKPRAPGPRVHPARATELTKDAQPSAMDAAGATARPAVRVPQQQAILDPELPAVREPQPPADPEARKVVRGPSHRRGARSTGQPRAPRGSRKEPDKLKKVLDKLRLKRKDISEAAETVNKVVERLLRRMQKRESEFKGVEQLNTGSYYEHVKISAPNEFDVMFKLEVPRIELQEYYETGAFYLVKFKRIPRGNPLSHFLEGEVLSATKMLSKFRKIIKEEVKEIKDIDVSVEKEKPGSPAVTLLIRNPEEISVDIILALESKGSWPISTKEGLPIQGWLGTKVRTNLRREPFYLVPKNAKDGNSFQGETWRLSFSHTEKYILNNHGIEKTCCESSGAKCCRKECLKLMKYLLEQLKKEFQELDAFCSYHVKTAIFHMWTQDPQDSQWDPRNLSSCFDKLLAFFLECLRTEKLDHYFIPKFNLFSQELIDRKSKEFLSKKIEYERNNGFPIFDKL
Numbers without * were called inactive; & = joins results of further samples; ! = a repeat was not active. An excerpt (hit frequency here may not be typical).

No.	compound	mcGAS RapidFire
1	O=C(CCC1CCN(C(=O)C2CC23CCC3)CC1)N1CCC(Cc2ccccc2)CC1 (centres undefined)	-13
2	CCOC(=O)NC1CCCN(C(=O)Cn2c(C)cc3ccccc32)C1 (centres undefined)	-6
3	CCCCNC(=O)c1ccc2c(c1)NC(=O)C1CCCN21 (centres undefined)	-3
4	Cc1nn(C)cc1COC(=O)c1c(Cl)cnn1C	-28
5	CCN(CC)C(=O)c1ccc(-c2nccc(-c3ccc(C)nc3C)n2)cc1	-3
6	COc1cccc(CN(CCN2CCOCC2)C2CCC(O)CC2)c1 (centres undefined)	-7
7	Cc1ccc(C2OCCCC2CNC(=O)Cc2ccc(C)nc2)cc1 (centres undefined)	-6
8	O=S(=O)(Nc1nccs1)c1ccc(Cl)cc1	-23
9	Cc1ccc(-c2c3c(n(CC(=O)N4CCC(NC(=O)C(F)(F)F)CC4)c2C)C(=O)CCC3)cc1	3
10	CSc1ccc(NC(=O)C2(C)CCN2C(=O)Cc2ccc(C(C)C)cc2)cc1 (centres undefined)	-19
11	CCCCc1ccc(NC(=O)c2cc(=O)c(OC)c[nH]2)cc1	-6
12	Cc1c(C(=O)NCc2cccs2)sc(=O)n1Cc1ccc(OC(F)(F)F)cc1	-5
13	CN(C)CCCn1ccc2nc(N3CCN(c4ccccc4)CC3)ncc2c1=O	14
14	O=C(CCc1ccco1)Nc1ccc(Cl)cc1Cl	-2
15	O=C(NC1(c2ccc(F)cc2)CCC1)c1cc(Cl)c2c(c1)OCO2	-3
16	CCN(C(=O)C(C)Oc1ccc(C)cc1)C(C)CS(=O)(=O)CC (centres undefined)	-13
17	CCCCC(C(=O)Nc1cc(C)on1)N1CCCC1Cn1cncn1 (centres undefined)	-11
18	COc1cc(C(=O)N(CCCN2C(=O)c3cccc4cccc(c34)C2=O)c2ccc(C)cc2)cc(OC)c1OC	-9
19	Cn1c(=O)[nH]c(=O)c2c1nc(N1CCN(Cc3ccccc3F)CC1)n2Cc1ccccc1F	-3
20	CCc1nnc(CN(C(=O)C(c2cccc(C)c2)N(C)C)C(C)C)o1 (centres undefined)	-10
21	Cc1nc(CNC(=O)C2CC3(CCNCC3)CN2)nc2c1CCCC2 (centres undefined)	-9
22	O=C(O)CCNC(=O)c1ccc(N=Nc2ccc(O)c(C(=O)O)c2)cc1	-3&0
23	Cc1ccc(Br)cc1N1C(=O)CC(C)(C)C1=O	-4
24	CC1CCCCN1C(=O)CN1C(=O)NC2(CCCCC2C)C1=O (centres undefined)	-6

Next section; the last 7 above are carried over.
No.	compound	mcGAS RapidFire
18	COc1cc(C(=O)N(CCCN2C(=O)c3cccc4cccc(c34)C2=O)c2ccc(C)cc2)cc(OC)c1OC	-9
19	Cn1c(=O)[nH]c(=O)c2c1nc(N1CCN(Cc3ccccc3F)CC1)n2Cc1ccccc1F	-3
20	CCc1nnc(CN(C(=O)C(c2cccc(C)c2)N(C)C)C(C)C)o1 (centres undefined)	-10
21	Cc1nc(CNC(=O)C2CC3(CCNCC3)CN2)nc2c1CCCC2 (centres undefined)	-9
22	O=C(O)CCNC(=O)c1ccc(N=Nc2ccc(O)c(C(=O)O)c2)cc1	-3&0
23	Cc1ccc(Br)cc1N1C(=O)CC(C)(C)C1=O	-4
24	CC1CCCCN1C(=O)CN1C(=O)NC2(CCCCC2C)C1=O (centres undefined)	-6
25	COc1cc(CN2CCC(CO)(CCOc3ccccc3)CC2)cc(OC)c1	-7
26	O=C(Cc1cccs1)OCc1cc(=O)n2cc(Br)ccc2n1	-6
27	Cc1cccc(CNC(=O)Cn2ccc(=O)c3sccc32)c1	-18
28	Cn1nc(-c2ccc(Cl)cc2)ccc1=O	-7
29	O=C(CSc1nncn1-c1ccccc1)NCCN1C(=O)CSC1=O	0
30	Cc1cc(C)c(CNc2c(C#N)cnc3ccc(Cl)cc23)c(=O)[nH]1	0
31	COC(=O)c1sc(S(=O)(=O)NC(CCSC)C(=O)O)c(C(=O)OC)c1C (centres undefined)	23
32	COCCn1c(=O)c2c(nc3n(-c4cc(C)ccc4C)c(C)c(C)n23)n(C)c1=O	-6
33	CCn1nnc2c(SCC(=O)N3CCN(c4ccccc4)CC3)ncnc21	2
34	CC12CCC(CN(C(=O)N3CCOCC3)C1)C2(C)C (centres undefined)	-19
35	CCCc1nc(N2C[C@@H]3[C@H](C2)[C@H]2CC[C@@H]3O2)no1	-41
36	Cc1nc2sc(C)c(C)n2c(=O)c1NC(=O)C(C)Oc1ccc(Cl)cc1Cl (centres undefined)	-10

Reprinted at random: four compounds from above, in no set order.
No.	compound	mcGAS RapidFire
4	Cc1nn(C)cc1COC(=O)c1c(Cl)cnn1C	-28
16	CCN(C(=O)C(C)Oc1ccc(C)cc1)C(C)CS(=O)(=O)CC (centres undefined)	-13
27	Cc1cccc(CNC(=O)Cn2ccc(=O)c3sccc32)c1	-18
33	CCn1nnc2c(SCC(=O)N3CCN(c4ccccc4)CC3)ncnc21	2

(cont.)
No.	compound	mcGAS RapidFire
37	CN1C(=O)c2ccc(-c3ccccc3)nc2NC1C(=O)N1CCN(c2ccccc2)CC1 (centres undefined)	-12
38	CCOc1cc(C#N)ccc1OS(=O)(=O)c1cccs1	-4
39	CN(Cc1cnn(C)c1)C(=O)C1(c2cccc(Cl)c2)CCCCC1	-13
40	CC(C)C(OC(=O)CC1CCCC1)C(=O)NC(N)=O (centres undefined)	-1
41	CCN(C(=O)Cn1c(C(F)(F)F)ccc(C(N)=O)c1=O)C1=CCCC1	-8
42	CC(c1ccccc1)N(C)CC(=O)Nc1ccc2c(c1)OCO2 (centres undefined)	-8
43	CC(C)(C)c1nnnn1CC(=O)Nc1ccc(Br)cc1	-12
44	O=c1[nH]c2cc3c(cc2cc1CN1CCCN2CCC[C@H]2C1)OCO3	7
45	CN(C)P(=NC(=S)Nc1ccc(I)cc1)(c1ccncc1)N(C)C	-11
46	COc1nc2ccccc2cc1CN1CCN2C(=O)CN(C)C(=O)C2C1 (centres undefined)	-14
47	Cn1c(CO)nnc1CC1CCN(C(=O)c2c[nH]c3ccccc23)CC1	-1
48	Cc1ccc(S(=O)(=O)NC(=O)C2(C)CCN2C(=O)C2(c3ccc(Cl)cc3)CCC2)nc1 (centres undefined)	-11
49	CC(C)c1noc(N2CCC3(CCOC3)C2)n1 (centres undefined)	-4
50	COc1ccc(N2CC(C(=O)NCCN3CCc4sccc4C3)CC2=O)cc1 (centres undefined)	-7
51	Cc1ccc(CNC(=O)c2csc(Nc3ccc(S(C)(=O)=O)cc3)n2)cc1	-4
52	Nc1nc(NCCc2ccccc2)nc(-c2cc(Cl)ccc2O)n1	-27
53	Cc1nn(CCc2nc(-c3ccccc3)cs2)c2[nH]c(=O)cc(C(F)(F)F)c12	1
54	COc1ccc(CCn2c(-c3ccco3)nc3c(c(=O)c4ccccc4n3C)c2=O)cc1	18
55	CCNC(=O)NC(=O)CN1CCOC(c2ccccc2Cl)C1 (centres undefined)	-5
56	CN(CC(=O)Nc1c(Cl)cccc1Cl)C(=O)CCc1ncc(-c2ccccc2Cl)o1	-4
57	O=C(Cc1ccc(F)cc1)Nn1cnc2c(cnn2-c2ccc(F)cc2)c1=O	-4
58	CN1CCN2CCN(Cc3ccc(-n4ccnc4)cc3)CC2C1 (centres undefined)	1
59	CCOc1ccc2nc3cc(N)ccc3c(N)c2c1	92*!
60	N#C/C(=C/c1ccc(N2CCCCCC2)o1)c1ccc(F)cc1	-11
61	Cn1c(=NN=Cc2ccccc2Br)sc2ccccc21	-6
62	CC(C)[C@@H]1CC[C@@H](C)C[C@@H]1P(=O)(c1ccccc1)c1ccccc1	-24
63	CC1C(=O)N(c2ccc([N+](=O)[O-])cc2)CCN1C(=O)c1ccccc1Cl (centres undefined)	-13
64	COC(=O)CC1CNNC1=O (centres undefined)	-3
65	FC(F)(F)c1ccnc(-c2cccc3ccnn23)c1	-24
66	COc1ccc2c(c1)C1OCCC1C(c1ccco1)N2 (centres undefined)	-16
67	CONC(=O)C(C)SCc1nc2scc(-c3ccccc3)c2c(=O)[nH]1 (centres undefined)	-5
68	Cc1ccc(S(=O)(=O)NN2CC3(C)C4CCC3(C)C2(C(N)=O)C4)cc1 (centres undefined)	-4
69	COc1ccc(-c2ccc(-n3cnnc3)nc2C)cn1	-5
70	CC1CN(CC(=O)NC(C)(C#N)C(C)C)C(c2ccccc2)CO1 (centres undefined)	-40
71	O=C1NC(=O)C(=Cc2nc(-c3cccc([N+](=O)[O-])c3)n3ccccc23)C(=O)N1	-1
72	Cc1cc(Cl)cc2c1N(CC(=O)Nc1c(C)nn(C)c1C)CCC2	-13
73	CCn1nccc1NC(=O)C1(C)CCN1C(=O)CC1CCCC1 (centres undefined)	-3
74	C[C@@H](O)[C@H]1C(=O)N2C(C(=O)O)=C(SCCN=CN)C[C@H]12	-4&9
75	Cc1ccc2c(c1)c(Cn1cc(-c3sccc3C)nn1)nn2C	-17
76	COc1ccc(COC(=O)C2=C(C)NC(=O)NC2c2ccccc2F)cc1 (centres undefined)	-2
77	Cc1cc(S(=O)(=O)NCc2n[nH]c(Cc3ccccc3)n2)ccc1F	10
78	CC(C)N1CCN(c2ccc(S(=O)(=O)N3CCOCC3)cn2)CC1	-6
79	Fc1ccc(-c2cn(-c3ccccc3)c3[n+]2CCS3)cc1	-9
80	CCn1nc(C)c(C(=O)NC(C)Cc2cc(C)[nH]n2)c1C (centres undefined)	-12
81	CCc1c(C)c(C#N)c2nc3ccccc3n2c1-n1nc(C)cc1C	-3
82	COCCn1c2c(=O)n(C)c(=O)n(C)c2n2c(-c3cc(Br)ccc3OC)nnc12	-7
83	CNC(=O)c1c(C(F)(F)F)nn(C2CCCN(C(C)C)C2)c1C (centres undefined)	-6
84	CCCN1CCC2(CC1)C1CN(CCC)CC=C1C(C#N)C(=N)C2(C#N)C#N (centres undefined)	-1

The list goes on:
item | structure | mcGAS RapidFire
85 | CCOc1ccccc1Nc1nnc(SCc2ccn(C)c(=O)c2)s1 | -4
86 | CCOC(=O)c1sc2nc(C)nc(NC3CCC(O)CC3)c2c1C (centres undefined) | -11
87 | COCCOc1cccc2nnc(Cl)nc12 | 1
88 | O=C(Nc1ccccc1)C(c1ccccc1)N1CCC(O)CC1 (centres undefined) | -4
89 | CC(C)c1ccc(CCNC(=O)CSc2nncn2C2CC2)cc1 | -17
90 | Cc1ccc(Nc2nn(CCC(=O)O)c(=S)n2-c2ccc(C)cc2)cc1 | -24
91 | OCc1nnc(N2CCCC(c3nc4ccccc4o3)C2)s1 (centres undefined) | 6
92 | CC(C)NC(=O)c1csc(N2CCN(CC(=O)N(C)C)C2=O)n1 | -8
93 | CC(=NN1CCN(Cc2ccc(C)cc2C)CC1)c1ccc(Br)cc1 | -16
94 | CCC(C(=O)Nn1cnc2c(cnn2-c2ccccc2)c1=O)c1ccccc1 (centres undefined) | -2
95 | COc1cc(OC)cc(-n2ccc3c(cnc4nc(C)nn43)c2=O)c1 | -14
96 | COc1ccc(F)c(C(=O)N(C/C=C/c2ccccc2)CCO)c1F | -32
97 | Cc1c(-n2nnc3ccccc32)cnc2nncn12 | -2
98 | Cc1ccc(C(=O)OCc2nc3sc(C)c(C)c3c(=O)[nH]2)o1 | 1
99 | O=C(C1CN(CC(=O)N2CCNC2=O)c2ccccc2O1)N1CCOCC1 (centres undefined) | -2
100 | O=C1CCCN1Cc1ccccc1CNS(=O)(=O)NCc1ccccc1 | -10
101 | O=C(c1cc(Br)cc(Br)c1)N1CCCCCC1 | -6
102 | N#Cc1nccnc1Nc1ccc(N2CCCC2=O)cc1 | -2
103 | CCn1cnc(S(=O)(=O)Nc2cccc(F)c2F)c1 | -3&2
104 | CC1CCCN(C2(O)C(=O)N(Cc3ccccc3)c3ccccc32)C1 (centres undefined) | -6
105 | Fc1cc(F)c(C2NCCCn3cccc32)cc1F (centres undefined) | -8
106 | NCCCN | 2
107 | COc1ccc(-c2c3c(=O)n(C)c(=O)n(C)c3c3cccnn23)cc1 | 5
108 | CCCCOC(=O)C1=C(C)NC(=O)NC1c1ccccc1OCc1ccccc1 (centres undefined) | 2
109 | CCn1nc(C(=O)N(CC2CCCO2)c2nc3c(F)cc(F)cc3s2)cc1C (centres undefined) | 8
110 | O=C(Cn1cnnn1)NC1COc2c1ccc(Cl)c2Cl (centres undefined) | -6
111 | O=C1CC(c2ccc(Cl)cc2)ON1Cc1ccc(Cl)cc1 (centres undefined) | -25
112 | CN(C)CCCOC1CCN(c2nccnc2C#N)CC1 | -8
113 | O=c1c2cnc3ncnn3c2ccn1-c1ccc2c(c1)OCO2 | -7
114 | OCc1csc(N2C[C@@H]3[C@H](C2)[C@H]2CC[C@@H]3O2)n1 | -10
115 | OCCSC1SC(=S)SC1SCCO (centres undefined) | -2
116 | COC(=O)c1nc2nc(C)cc(C)n2c1F | -4
117 | Cc1cc(C(F)(F)F)n(CC(C)Cn2cc3ncccc3c2O)n1 (centres undefined) | -10
118 | CCN(CC)C(=O)c1sc2nc3c(cc2c1N)C(=O)CC(C)(C)C3 | -8
119 | CC(=O)CC1(O)C(=O)N(CCCOc2ccccc2C)c2ccccc21 (centres undefined) | -4
120 | Cc1cc(C(C)(C)C)cc(C)c1S(=O)(=O)Nc1c(C)nn(C)c1C | 6
121 | CCOc1ccc2oc(C(=O)Nc3cccc(S(=O)(=O)N4CCCC4)c3)c(C)c2c1 | -4
122 | O=C(NCC1(c2ccccc2)CCC1)c1ccc2c(c1)OCO2 | -6
123 | Cc1cc(C)n(CCCNC(=O)c2cc(C)[nH]n2)n1 | -6
124 | CCCCCCCCn1cc(C(C)=O)c(=O)[nH]c1=O | -10
125 | O=S(=O)(c1ccc2c(c1)OCCCO2)N1CCN(CC(O)COc2ccc(F)cc2)CC1 (centres undefined) | -7
126 | Cc1nnsc1C(=O)N(CCc1ccccc1)CC1CCCN(C)C1 (centres undefined) | -2
127 | Cc1n[nH]c(C)c1SCC(=O)OCC(=O)N(C(C)C)C(C)C | -47
128 | O=C(CCn1nnc2ccccc21)N1CCCC(Cn2ccnc2)C1 (centres undefined) | -13
129 | CNC(=O)NC(=O)C(C)Sc1nc(C)nc2sc(C)c(C)c12 (centres undefined) | -3
130 | CC(C)N(C(=O)c1ccccc1C(=O)O)C(C)C | -1
131 | Cc1ccc(-c2csc(SCC(=O)NC(C)(C#N)C3CC3)n2)cc1 (centres undefined) | -4

Assay outcomes as filed in PubChem.
